CYP2C19 inh – blocks human cytochrome P450 2C19; P33261; CYP2C19 Supersomes, luciferin-H EGE luminescence, 30 min; inhibition, % at 5 µM; 96,000 compounds, 21% hits;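 active means CYP2C19 inhibition above a set limit at 5 µM in the primary screen, cut at about 50% in these data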;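 further: plate controls were negative control wells for no effect and 2.5 mM tranylcypromine positive control for full effect; values of inactives mirror those of a sister screen read the other way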
CD11b adhes inh – CD11b/CD18-fibrinogen binding inhibition; P05107+P11215; K562 CD11b/CD18 adhesion to fibrinogen, ATPlite luminescence; Mn2+ added to activate the integrin; inhibition, % at 10 µM; 93,000 compounds, 0.54% hits;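 active means primary inhibition of 50% or more at 10 µM, then 40% or more on retest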; further: some results filed as inactive read as strong as hits
Target sequence (P05107 whole entry, looked up, other chains not shown): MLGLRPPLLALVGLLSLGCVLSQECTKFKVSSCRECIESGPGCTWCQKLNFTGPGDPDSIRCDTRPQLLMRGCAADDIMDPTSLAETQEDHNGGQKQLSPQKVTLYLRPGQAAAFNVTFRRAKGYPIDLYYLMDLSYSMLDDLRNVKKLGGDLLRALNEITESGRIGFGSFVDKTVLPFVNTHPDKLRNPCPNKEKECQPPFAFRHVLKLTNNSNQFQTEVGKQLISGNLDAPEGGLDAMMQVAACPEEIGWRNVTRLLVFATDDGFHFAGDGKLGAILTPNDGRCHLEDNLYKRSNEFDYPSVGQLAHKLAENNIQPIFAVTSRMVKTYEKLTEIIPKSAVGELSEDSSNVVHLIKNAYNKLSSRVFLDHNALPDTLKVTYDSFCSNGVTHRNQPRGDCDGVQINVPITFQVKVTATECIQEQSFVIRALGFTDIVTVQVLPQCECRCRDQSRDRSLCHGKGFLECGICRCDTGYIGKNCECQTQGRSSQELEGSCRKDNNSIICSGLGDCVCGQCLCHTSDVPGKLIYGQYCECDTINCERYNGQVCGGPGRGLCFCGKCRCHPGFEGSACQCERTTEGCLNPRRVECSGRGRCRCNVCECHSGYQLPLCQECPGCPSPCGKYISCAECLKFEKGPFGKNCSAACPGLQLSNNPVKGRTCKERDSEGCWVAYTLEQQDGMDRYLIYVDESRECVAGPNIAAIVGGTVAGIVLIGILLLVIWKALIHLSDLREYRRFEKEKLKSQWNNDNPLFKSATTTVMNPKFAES
ERa SRC1 inh – ER-alpha (human) coactivator binding inhibition; P03372; TR-FRET ER-alpha LBD / SRC-1 peptide, estradiol-bound; inhibition, % at 25.6 µM; 86,000 compounds, 1.7% hits; AID 629; in the data active means inhibition above about 50%;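 further: 0% = receptor plus peptide control and 100% = peptide only without receptor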
Fibroblast inh – blocks proliferation of human lung fibroblasts; LL 47 human lung fibroblast viability, ATP luminescence; stronger effect = lower value; viability, % at 10 µM; 85,000 compounds, 1.1% hits; AID 719;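 active means viability at or below 50% in the single dose screen; inactive means viability above 50%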;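 further: compound exposure lasted 72 h before the ATP readout; 100% = median luminescence of untreated cell-only wells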
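Assay system: human lung fibroblast line LL 47, low passage. Input: 1,150 fibroblasts seeded per well. Times: overnight cell rest, 72 h compound treatment at 37 °C. Evaluation: % viability of median cell-only signal. Technique: luminescent ATP detection, CellTiter-Glo. Control set: cell-only wells, no compound.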
HUVEC prolif 384 – human endothelial cell proliferation inhibition; HUVEC proliferation, CellTiter-Glo luminescence, 72 h; stronger effect = lower value; 86,000 compounds, 1.1% hits; viability, % at 10 µM (by protocol);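 active means viability at or below 30%; inactive means viability above 30%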;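 further: 100% = median luminescence of DMSO-only cell control wells on each plate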
ERa SRC1 pot – enhances coactivator binding to human estrogen receptor alpha; TR-FRET ERalpha-LBD/SRC-Cy5 coactivator binding, 2 h; 100 = basal binding, no effect; coactivator binding (% of control), % at 25.6 µM; 86,000 compounds, 1.3% hits; AID 639; in the data active means activity above about 200%;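 further: binding measured in presence of low estradiol as agonist stimulus; 0% = peptide alone without receptor and 100% = receptor with peptide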
Mac1 fbg enh – CD11b/CD18-fibrinogen binding enhancement | AID 1499 | 93,000 compounds, 0.07% hits | P05107+P11215 | activation, % at 10 µM | K562 CD11b/CD18 adhesion to fibrinogen, ATPlite luminescence;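 active means 10 µM primary screen giving 50% or more activity, confirmed by 40% or more on retest at that dose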; further: strong numbers were not always called active
CYP2C19 activ – cytochrome P450 2C19 (human) activation | P33261 | recombinant CYP2C19, luciferin-H EGE luminescence; stronger effect = higher value; 0 = fully inhibited enzyme, 1 = untreated enzyme | activation factor at 5 µM | 96,000 tested, under 10 active | AID 1025;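 active means activation factor of at least 2 at 5 µM in the primary screen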;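 further: 0 = wells with 2.5 mM tranylcypromine and 1 = vehicle-only wells; values of inactives mirror those of a sister screen read the other way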
H69AR growth 86K – growth inhibitors of human H69AR lung tumor cells; H69AR lung tumor viability, ATP luminescence, 72 h; stronger effect = lower value; viability, % at 10 µM; 85,000 compounds, 6% hits; AID 598;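 active means viability at or below 40%; inactive means viability above 40%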;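 further: multidrug resistant small cell line overexpressing MRP-1 efflux transporter; 100% = mean luminescence of untreated control wells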
An asterisk follows results filed as active; / = not tested or not shown; [ ] = remark or other dose. This is a random part of the collection; about 26% have a hit in one of these screens.

Molecule,CYP2C19 inh,CD11b adhes inh,ERa SRC1 inh,Fibroblast inh,HUVEC prolif 384,ERa SRC1 pot,Mac1 fbg enh,CYP2C19 activ,H69AR growth 86K
CCOC(=O)C(=O)/C(C#N)=C/Nc1ccc(F)cc1,0,-18,-6,108,87,113[fluorescence artefact?],-2,1,98
O=C(Cn1nnc(-c2ccccc2-n2cnnn2)n1)c1ccccc1,43,11,-1,100,96,96,-4,0.6,93
CCOC(=O)CN(C(=O)CNC(=O)c1cccs1)C(C(=O)NC1CCCCC1)c1cccs1 (stereo not drawn),/,/,-6,98,98,98,/,/,93
O=C(Nc1ccc(F)cc1)c1ccccc1CC[N+](=O)[O-],30,53,/,/,/,/,-4,0.7,/
O=C(CSCc1cccc(F)c1)N1CCN(c2ccccc2)CC1,52*,-4,-3,97,111,121,4,0.5,89
CCCCNC(=O)c1onc(CSc2ccc(Cl)cc2)c1C(=O)O,16,-1,/,/,/,/,-3,0.8,/
O=C(Nc1ccc(F)cc1)NC1CCN(Cc2nnnn2Cc2ccco2)CC1,/,/,6[fluorescence artefact?],105,107,85,/,/,103
COc1cc(OC)cc(C(=O)N2CCN(c3ncccn3)CC2)c1,44,-9,-8,104,89,118,-1,0.6,97
CCCC(=O)NC(c1ccco1)c1cc(Cl)c2cccnc2c1O (stereo not drawn),0,-14,3,3.1*,12*,99[fluorescence artefact?],-2,1,0.9*
Cn1c(=O)c2cc(S(=O)(=O)NC(C(=O)NC3CCCCC3)c3ccccc3)ccc2n(C)c1=O (stereo not drawn),-1,-8,/,/,/,/,1,1,/
Cc1ccc(C(=O)NNC(=O)c2cc(OCC(F)(F)F)ccc2OCC(F)(F)F)cc1,32,-6,/,/,/,/,-3,0.7,/
CCN1C(=O)C2(C(C(=O)c3ccc(C)o3)=C(O)C(=O)N2CCCN2CCOCC2)c2ccccc21 (stereo not drawn),-17,/,-6,105,87,123,-2,1.2,109
CCc1ccc(CN2CC(C(=O)O)CC2=O)cc1 (stereo not drawn),43,4,-1[fluorescence artefact?],102,97,108,-2,0.6,107
O=C(c1cc(-c2ccc(F)cc2)on1)N1CCCC1,21,9,/,/,/,/,2,0.8,/
CCCCc1nc2n[nH]c(N)c2c2c1CCC2,-2,-24,5,93,81,108,2,1,97
CC(=O)C1C(c2ccc(OC(F)F)cc2)NC(=O)NC1(O)C(F)(F)F (stereo not drawn),-1,-18,-10,98,104,114,2,1,95

2 records drawn at random from the list so far, as already listed:
Molecule,CYP2C19 inh,CD11b adhes inh,ERa SRC1 inh,Fibroblast inh,HUVEC prolif 384,ERa SRC1 pot,Mac1 fbg enh,CYP2C19 activ,H69AR growth 86K
CCN1C(=O)C2(C(C(=O)c3ccc(C)o3)=C(O)C(=O)N2CCCN2CCOCC2)c2ccccc21 (stereo not drawn),-17,/,-6,105,87,123,-2,1.2,109
CCc1ccc(CN2CC(C(=O)O)CC2=O)cc1 (stereo not drawn),43,4,-1[fluorescence artefact?],102,97,108,-2,0.6,107

(listing goes on)
Molecule,CYP2C19 inh,CD11b adhes inh,ERa SRC1 inh,Fibroblast inh,HUVEC prolif 384,ERa SRC1 pot,Mac1 fbg enh,CYP2C19 activ,H69AR growth 86K
CC(C)(C)NC(=O)C(c1ccncc1)N(C(=O)Cn1nnc(-c2cccs2)n1)C1CCCCC1 (stereo not drawn),69*,-10,-5,100,99,108,5,0.3,87
Cc1ccc(-c2nc3cccnc3o2)cc1NC(=O)COc1ccc(Cl)cc1C,26,28,42[fluorescence artefact?],63,33,210*[fluorescence artefact?],6,0.7,6.9*
COc1ccc(CCNC(=O)CN(C)S(=O)(=O)c2cccs2)cc1OC,31,-13,-3,118,93,103,-2,0.7,92
Cc1cnn(Cc2ccccc2)c1N,30,-19,-4,95,93,107,-4,0.7,90
CCCSCCCNC(=O)Cn1cc2c(n1)CCCCC2,9,-1,-7,94,104,96,1,0.9,96
COc1ccc(C(=O)Nc2cccc3cccnc23)cc1OC,22,-11,-2,93,85,98,-2,0.8,64
CCCCc1n[nH]c2c1/C(=N/O)CC(c1ccccc1)C2 (stereo not drawn),40,/,5,91,70,125,/,0.6,76
COc1nc(NC(C)=O)nc(C)c1Br,0,3,/,/,/,/,-5,1,/
Cc1nn(C)cc1CNC(=O)c1cnn2c(C(F)F)cc(C3CC3)nc12,34,8,4,91,119,104,-2,0.7,82
O=C(NCCc1ccccc1)/C(=C\c1ccc([N+](=O)[O-])cc1)NC(=O)c1ccccc1,-1,17,/,/,/,/,-3,1,/
O=C1NCC(c2ccccc2)C1C(=O)N/N=C\c1ccc(-c2ccc(Cl)c(Cl)c2)o1 (stereo not drawn),26,23,-12,85,80,73[fluorescence artefact?],-1,0.7,64
COc1ccc(NC(=S)NC(NC(=O)c2cccc(C)c2)C(Cl)(Cl)Cl)c([N+](=O)[O-])c1 (stereo not drawn),/,/,-4,98,81,101,/,/,84
O=C(CCl)Nc1cccn2ncnc12,-6,-1,3[fluorescence artefact?],71,85,98[fluorescence artefact?],-4,1.1,94
Cn1c(C(=O)NC2CCCCCC2)cc2c(=O)n(C)c3ccccc3c21,10,-2,23[fluorescence artefact?],93,60,223*[fluorescence artefact?],32,0.9,12*
COc1cccc(-n2nc(-c3ccnn3-c3ccc(F)cc3)c(=O)n(C)c2=O)c1,67*,-30,2,99,103,104,4,0.3,82
CC(=O)n1cc(C2C(=O)CCCC2=O)c2ccccc21,-5,1,2,95,88,97,1,1,88
COc1ccc(NC(=O)c2ccccc2NC(=O)NC2CCCCC2)cc1,21,1,2,102,95,95,-3,0.8,89
Cc1ccc(CNC(=O)CN2CCN(Cc3ccc(Cl)cc3)C2=O)cc1,15,-4,12,108,105,88,9,0.8,104
Cc1ccccc1Cn1nnc(-c2cccc(C(=O)O)c2)n1,-2,-21,-4,95,96,111,4,1,93
COc1ccc(/C=N/c2oc(-c3ccccc3)cc2C#N)cc1,12,-18,/,/,/,/,11,0.9,/
CCOc1ccc(Nc2nc(Cc3nnc(SCC(=O)NC4CCCC4)n3C)cs2)cc1,53*,3,/,/,/,/,0,0.5,/
O=C1CC(c2cccnc2)c2cc3c(cc2N1)OCCO3 (stereo not drawn),35,24,2,88,86,109,-3,0.7,92
CC1(C)CN=C(NC2CCCCC2)S1,5,-2,-4,95,106,115,-2,0.9,97
COC(=O)c1cccc(C(=O)Nc2cnc3ccccc3c2)n1,5,-8,/,/,/,/,2,0.9,/
COc1cccc(-c2cc(C(=O)Nc3ccc(OC)c(OC)c3)no2)c1,7,2,9,103,101,110[fluorescence artefact?],1,0.9,89
CN(C(=O)c1ccncc1)c1nnc(-c2cnccn2)s1,89*,2,-4,99,103,133,2,0.1,98
CCn1c(=O)c(C(=O)Nc2cnccn2)c(O)c2ccccc21,10,3,5,94,112,97[fluorescence artefact?],0,0.9,92
Cc1cccc(C)c1NC(=O)C1CCCNC1 (stereo not drawn),-13,-10,2,103,93,128,-4,1.1,104
O=c1cc(N2CCN(c3ccc(F)cc3)CC2)[nH]c(=O)n1Cc1ccc(F)cc1,5,0,20[fluorescence artefact?],90,64,150,1,0.9,73
CCOC(=O)CCc1c(C)n(CC)c2ncnn2c1=O,3,1,0,110,101,103,1,1,96
C=CCN1C(=O)NC2(O)C(=O)c3ccccc3C12O (stereo not drawn),-10,0,-12,96,106,115,-5,1.1,94
CCOc1ccc(NC(=O)CSCC(=O)O)cc1,13,-13,-8,101,102,99,-4,0.9,99
COc1ccc(S(=O)(=O)N2CCN(Cc3ccc(Cl)cc3)CC2)cc1,63*,3,0,101,114,120,-1,0.4,87
CC1CCc2sc3c(c2C1)c1ncnn1c(=O)n3CC(=O)c1ccc(Br)cc1 (stereo not drawn),/,/,-2,90,95,150,/,/,46
C=CCn1c(SCc2ccc(F)cc2)nc2c1c(=O)[nH]c(=O)n2C,58*,5,-1,98,112,90,-1,0.4,85
CC(NC(=O)NC1CCCCC1)C(c1cccs1)N1CCOCC1 (stereo not drawn),/,/,-1,94,92,108,/,/,106
Cn1c(=O)c(=O)n(C)c2cc(S(=O)(=O)N3CCCCC3)ccc21,-21,7,-3,101,106,113,-2,1.2,92
COc1cc(-c2csc(N3CCOCC3)n2)cc(OC)c1OC,28,9,6,98,91,108,1,0.7,70
CCOc1nc(-c2ccncc2)nc2ccccc12,/,/,-7,86,78,97,/,/,90
CCC(=O)Nc1cc(NC(=O)CSc2nnc(C(C)C)n2CC)ccc1C,-24,-2,2,105,103,99,-3,1.2,93
CCc1ccc(C(=O)Cn2ncc(Cl)c(Cl)c2=O)cc1,10,-8,3,29*,6.8*,58,-1,0.9,6.1*
c1ccc(CN2CCC(N3CCN(Cc4ccc5c(c4)OCO5)CC3)CC2)cc1,/,/,-17,109,96,118,/,/,83
Cc1ccc(SCC(=O)N(Cc2nc(-c3ccccc3)no2)C(C)C)cc1,77*,36,-6,92,105,133,-1,0.2,94
Cc1cccc2cc(COC(=O)c3ccccn3)c(=O)[nH]c12,0,-10,-4,90,88,117,0,1,97
O=C(CSc1nnc(-c2cnccn2)n1Cc1ccco1)c1ccc(Cl)c(Cl)c1,6,0,11,101,89,137,1,0.9,63
O=C(CSc1nncs1)Nc1ccc2c(c1)OCCO2,-5,11,/,/,/,/,1,1.1,/
O=C(Nc1ccccc1)NC1CCCCC1,18,-24,-3,102,93,102,-1,0.8,86
O=C(Cn1[nH]c(=O)c2ccccc2c1=O)NC1CCCCCC1,25,3,7[fluorescence artefact?],94,87,91,-5,0.8,102
CN1CCN(C(CNS(=O)(=O)c2ccc(F)cc2)c2cccnc2)CC1 (stereo not drawn),/,/,-11,107,107,166,/,/,96
O=C(Nc1ccc(Cl)cc1C(=O)NCc1cccnc1)c1ccco1,23,-23,-5,103,93,100,1,0.8,54
O=C(c1cnccn1)N1CCc2ccccc21,3,7,79*[fluorescence artefact?],99,103,23[fluorescence artefact?],-3,1,96
Cc1noc(C)c1CSc1ccccc1C(=O)Nc1nccs1,76*,-4,-5,103,96,122,-2,0.2,98
O=C(NCCSCc1c(F)cccc1Cl)c1ccco1,80*,-5,9,104,94,136,-3,0.2,98
Cc1cc(/C=N/n2cnnc2)c(C)n1-c1cccc(C(=O)O)c1,25,0,/,/,/,/,-8,0.8,/
O=[N+]([O-])c1cc(C(F)(F)F)ccc1Sc1nccn1Cc1ccccc1,45,-16,/,/,/,/,4,0.6,/
O=C(Cc1cn2ccsc2n1)NCc1ccccc1,46,-10,-4,92,87,131[fluorescence artefact?],-2,0.5,103

Continued.
Molecule,CYP2C19 inh,CD11b adhes inh,ERa SRC1 inh,Fibroblast inh,HUVEC prolif 384,ERa SRC1 pot,Mac1 fbg enh,CYP2C19 activ,H69AR growth 86K
Cc1cccc(C)c1NC(=O)CSc1ncnc2nc[nH]c12,3,-21,/,/,/,/,-1,1,/
Cc1ccc(S(=O)(=O)Nc2cccc3cccnc23)cc1,-4,15,-2,5.8*,46,82,1,1,1.9*
CCOC(=O)C1CCN(Cc2cnc(Oc3ccc(N)cc3)s2)CC1,45,0,/,/,/,/,-4,0.6,/
COC(=O)c1oc2ccc(Cl)cc2c1N,34,10,20[fluorescence artefact?],104,96,101,-3,0.7,101
Cc1cccc(N2C(=O)CS/C2=N\NC(=O)c2ccc(Cl)cc2)c1C,/,/,-1,91,112,110,/,/,93
CC(C)CN(C#N)c1nc(N2CCOCC2)nc(N2CCOCC2)n1,20,19,/,/,/,/,-1,0.8,/

High-throughput results as filed in PubChem BioAssay.
